High-throughput results deposited in PubChem BioAssay by National Center for Advancing Translational Sciences (NCATS).
D1 antag – antagonists of human D1 dopamine receptor. P21728. HEK293 TREx D1 cells, calcium flux, dopamine EC80; hits give low values. activity change, negative = inhibition, % at 10 µM. actives 3.2% (n = 360,000). AID 504652; in the data active means activity change below about -30%; further: on the % scale 0 is the no-effect control and ±100 the full control effect
Target sequence (P21728 whole entry, looked up): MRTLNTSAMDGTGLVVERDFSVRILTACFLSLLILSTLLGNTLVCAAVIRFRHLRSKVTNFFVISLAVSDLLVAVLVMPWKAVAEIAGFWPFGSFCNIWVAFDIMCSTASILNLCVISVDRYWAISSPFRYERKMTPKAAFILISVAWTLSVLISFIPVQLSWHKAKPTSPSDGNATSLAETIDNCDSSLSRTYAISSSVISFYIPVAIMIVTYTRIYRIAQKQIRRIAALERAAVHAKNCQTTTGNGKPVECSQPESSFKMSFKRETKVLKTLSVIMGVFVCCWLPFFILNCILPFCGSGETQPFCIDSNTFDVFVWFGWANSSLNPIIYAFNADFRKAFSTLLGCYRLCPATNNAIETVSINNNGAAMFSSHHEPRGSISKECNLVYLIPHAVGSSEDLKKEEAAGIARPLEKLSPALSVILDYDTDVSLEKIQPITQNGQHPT
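Calcium flux readout: force-coupled, inducible Hek293 Trex D1 line, cells induced overnight at 30 C with tetracycline, dye-loaded 30–90 min at RT. Antagonism scored against EC80 dopamine challenge given 180 s after compound.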
D2 antagonist – D2 dopamine receptor (human) antagonism; P14416; HEK293 TREx D2 cells, calcium flux, dopamine EC80; inhibition, % at 10 µM; actives 2% (n = 340,000); in the data active means inhibition above about 30%; further: 0% is about no effect
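Antagonism is scored as inhibition of an EC80 dopamine-evoked calcium signal in a force-coupled, tetracycline-inducible HEK293 T-REx D2 line, with compound present 180 s before agonist.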
D2 agonist – activates the human D2 dopamine receptor; activation, % at 2 µM; AID 485358; HEK293 T-REx D2 cells, calcium flux agonist mode; actives 0.53% (n = 340,000);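 active means activation over 3 SD above normal in the single-dose calcium agonist read, cut at about 30% in these data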; further: 0% is about no effect
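Tetracycline-induced HEK293 Trex cells with D2 receptor force-coupled to calcium signaling, plated overnight at 30 C and loaded with no-wash calcium dye. Calcium flux read kinetically for 180 s after compound addition; responses flag agonists.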
D1 potentiator – human D1 dopamine receptor positive modulation; P21728; HEK293 TREx D1 cells, calcium flux, dopamine EC20 potentiation; potentiation, % at 10 µM; actives 0.036% (n = 360,000); AID 504651; in the data active means potentiation above about 30%; further: 0% is about no effect
D1 agonist – agonists of human D1 dopamine receptor; P21728; HEK293 T-REx D1 cells, calcium flux, agonist mode; activation, % at 2 µM; actives 1% (n = 360,000); AID 504660; in the data active means activation above about 30%; further: 0% is about no effect
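Tetracycline-induced HEK293 TREx D1 cells, force-coupled to calcium signalling, were dye-loaded with a no-wash calcium kit. Compound was pin-added after a 10 s baseline. Fluorescence was read kinetically at 1 cycle/s for 180 s, with calcium rises flagged as agonism.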
D2 potentiator – positively modulates the human D2 dopamine receptor allosterically; HEK293 T-REx D2, calcium flux, EC20 dopamine potentiation; actives 0.34% (n = 340,000); AID 485347; potentiation, % at 10 µM;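 active means potentiation over 3 SD above the plate norm, cut at about 30% in these data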; further: 0% is about no effect
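Tetracycline-induced Hek293 Trex D2 cells, force-coupled to calcium, loaded with no-wash calcium dye. Compound added with 180 s kinetic read for agonism, then EC20 dopamine and a further 180 s read for potentiation.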
TRHR enhancer – allosteric enhancers of human TRH receptor | P34981 | TRHR cells, fluo-8 calcium fluorescence, EC20 TRH enhancement | enhancement, % at 2 µM | actives 0.66% (n = 360,000); in the data active means enhancement above about 30%; further: 0% is about no effect
Target sequence (P34981 whole entry, looked up): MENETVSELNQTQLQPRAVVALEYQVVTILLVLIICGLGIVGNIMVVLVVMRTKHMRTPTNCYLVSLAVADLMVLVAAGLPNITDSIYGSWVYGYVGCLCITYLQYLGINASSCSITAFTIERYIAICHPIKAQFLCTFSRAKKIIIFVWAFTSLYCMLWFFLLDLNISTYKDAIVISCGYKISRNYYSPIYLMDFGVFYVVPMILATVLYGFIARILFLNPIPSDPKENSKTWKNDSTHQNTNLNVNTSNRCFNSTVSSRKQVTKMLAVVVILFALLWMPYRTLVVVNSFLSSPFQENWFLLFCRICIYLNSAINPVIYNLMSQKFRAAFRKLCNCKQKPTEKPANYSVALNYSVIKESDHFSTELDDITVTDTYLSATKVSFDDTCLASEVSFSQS
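Enhancer read-out: after compound pinning and an initial kinetic agonist-mode read, an EC20 of TRH (10 nM final) was injected and fluo-8 calcium signal (Ex 480/Em 530) followed at 1 s/cycle for 100 cycles in TRHR-expressing cells.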
RXFP1 agonist – agonists of human relaxin receptor RXFP1. HEK293T-RXFP1 cAMP TR-FRET, 30 min; response scale: percent of porcine relaxin response, buffer zero. AID 2676. Potency, µM (titrated, usually from 57.5 µM), without a hit: at the top dose activation, most hits filed as activators. actives 0.3% (n = 370,000). Q9HBX9; active means well fitted activation curve with a large enough effect; further: potency means the concentration at half of the fitted maximal effect; on the % scale 0 is the no-effect control and ±100 the full control effect; nearly all actives have a fitted effect of over 60% in size; many of its hits are not listed in these tables
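Agonist response is measured as cAMP accumulation in an RXFP1-transfected HEK293T line under PDE4 inhibition. Values are scaled between buffer-only and 29 nM porcine relaxin, and EC50s come from standard Hill equation fits.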
RXFP1 antag – RXFP1 (human) relaxin receptor antagonism; Q9HBX9; HEK293-RXFP1, relaxin-stimulated cAMP HTRF, 30 min; hits give low values; activity change, negative = inhibition, % at 57.5 µM; actives 0.59% (n = 350,000);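 active means activity change of -60% or lower, but not beyond a set lower limit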; further: on the % scale 0 is the no-effect control and ±100 the full control effect
Active calls of the source: *; nt = not tested or not shown.

SMILES	D1 antag	D2 antagonist	D2 agonist	D1 potentiator	D1 agonist	D2 potentiator	TRHR enhancer	RXFP1 agonist	RXFP1 antag
COc1ccc(Nc2cc(C)c3cc(NC(=O)COc4cccc(C)c4)ccc3n2)cc1	-15	nt	1.4	-3	6	0	1	3.5%	nt
Cc1ccc(S(=O)(=O)N2CCN(CC(=O)N/N=C\c3ccccn3)CC2)cc1	-7	nt	nt	0	1	nt	5	3.1%	-8
CCOC(=O)c1cc2c(=O)n3ccccc3nc2n(CCCOC)c1=NC(=O)c1cc2ccccc2o1	7	nt	-0.8	0	0	6	7	3.5%	nt
O=c1oc(-c2ccco2)nc2sc3c(c12)CCCCC3	-12	-16	0.6	3	0	7	-1	1.0%	-9
CSCCC(NC(=O)c1ccco1)C(=O)Nc1cc(C)ccn1 (stereo not drawn)	1	9	3.0	1	3	-5	16	0.3%	-11
COc1cccc(CNc2nc3ccccc3n2CCN2CCCCC2)c1	5	-8	0.2	-8	0	5	0	-1.3%	-15
CC(=O)c1ccc(OCCCC(=O)OCC(=O)N2CCN(c3ccccc3)CC2)cc1	-28	-9	0.5	-5	13	19	5	-0.2%	1
CCC(=O)Nc1ccc(C=C(C(C)=O)C(C)=O)cc1	4	3	0.0	-6	1	-1	-2	4.0%	-2
N=c1c(S(=O)(=O)c2ccc(Br)cc2)cc2c(=O)n3ccccc3nc2n1Cc1ccco1	5	nt	nt	-2	4	6	-8	7.0%	-9
CSc1ccc(C2CC(=O)Nc3nc(SC)[nH]c(=O)c32)cc1 (stereo not drawn)	-5	17	0.8	-2	3	3	-2	2.0%	-9
CC(=O)Nc1ccc(S(=O)(=O)NNC(=O)c2cccc3ccccc23)cc1	5	3	-1.0	-1	0	3	1	0.9%	-1
O=C(Nc1ccccc1O)c1ccc2c(c1)C(=O)N(c1ccccc1)C2=O	2	-9	0.3	0	2	5	9	-4.0%	-12
Cc1ccc2[nH]c(=O)c(CN(CCCO)C(C)c3nnnn3Cc3ccco3)cc2c1 (stereo not drawn)	7	-5	1.9	-2	0	3	9	-1.5%	-4
COc1ccc(OC)c(NC(=O)C2CCCN(S(C)(=O)=O)C2)c1 (stereo not drawn)	-5	-2	0.4	-6	1	7	6	1.3%	-6
O=C(/C=C/c1ccccc1Cl)Nc1ccncc1	14	-9	0.1	-4	3	-7	-4	-4.3%	-7
Cc1cc(C)cc(N(CC(=O)NCCc2ccc(Cl)cc2)S(=O)(=O)c2c(C)noc2C)c1	-2	nt	0.1	1	5	11	-2	4.1%	nt
N#Cc1cccc(Nc2c3c(nc4ccccc24)CCCC3)c1	-36*	-21	0.0	-6	0	nt	-6	2.3%	-12
O=C(Oc1ccc2ccccc2c1Cl)N1CCCCCC1	-3	5	-0.9	-2	3	-6	-6	3.0%	-36
O=C(NC1CCCCC1)c1ccc(S(=O)(=O)N2CCOCC2)cc1	5	8	0.3	2	4	-3	4	4.0%	16
CCOc1ccc2nc(NC(NC(=O)CC)(C(=O)OC)C(F)(F)F)sc2c1 (stereo not drawn)	-28	12	0.7	-5	5	14	6	2.1%	-18
COC(C[C@H](O)C[C@@H](O)[C@@H](C)OCc1ccccc1)OC	15	1	-0.6	-1	3	-6	-2	0.0%	nt
CCN1CCN(C(c2ccccc2)c2c(O)cc(C)n(Cc3ccco3)c2=O)CC1 (stereo not drawn)	7	nt	-0.2	-2	1	-8	4	1.9%	-2
O=C(O)c1ccc(NC2=C(Cl)C(=O)c3ccccc3C2=O)cc1	-23	1	-0.4	-2	1	-3	-5	1.2%	-9
Cc1ccc(C2C(=O)N(C3CCC(C)CC3)CC(=O)N2C2CC2)cc1 (stereo not drawn)	2	-1	0.5	-3	-1	0	0	1.8%	5
CCOC(=O)c1[nH]c(C)c(/C(O)=C2\C(=O)C(=O)N(CCCN3CCOCC3)C2c2cccnc2)c1C (stereo not drawn)	-12	5	-0.2	-4	1	7	2	5.5%	-2
The list continues.
SMILES	D1 antag	D2 antagonist	D2 agonist	D1 potentiator	D1 agonist	D2 potentiator	TRHR enhancer	RXFP1 agonist	RXFP1 antag
Cc1cc(N=Cc2c(O)n(-c3ccc4c(c3)OCO4)c(=O)c3ccccc23)ccn1	-4	-1	0.2	0	1	5	-8	-1.1%	16
Cc1cc(C)c(S(=O)(=O)N2CCN(C(=O)N(C)C)CC2)c(C)c1	23	-5	-0.2	4	0	32*	-8	25%	-13
O=C(NCCc1c[nH]c2ccccc12)c1cc([N+](=O)[O-])cc([N+](=O)[O-])c1	1	-1	0.7	-8	0	2	5	1.6%	4
CCOc1ccc(NS(=O)(=O)c2cc3c(cc2Cl)NC(=O)CO3)cc1	3	nt	0.0	-3	6	12	4	7.4%	-3
CCOc1ccc(-c2nc(CSc3nncs3)cs2)cc1OC	0	9	-0.7	-11	0	-1	2	3.0%	7
O=C(c1ccccc1Cl)N1CCc2ccccc2C1	-4	6	0.7	0	0	0	-3	0.6%	-6
O=C(NCCCN1CCOCC1)C(=O)NCC1OCCCN1S(=O)(=O)c1cc(F)ccc1F (stereo not drawn)	2	0	20	-2	3	-8	1	2.6%	-18
Cc1ccc(Cl)c(N/C=C/C(=O)c2ccccc2)c1	2	nt	nt	-1	7	nt	-2	2.7%	-1
COc1cccc(/C=C2\SC(=S)N(NS(=O)(=O)c3ccc(C)cc3)C2=O)c1OC	9	-28	-0.5	2	1	15	-9	0.0%	nt
CCN(CC(=O)Nc1c(F)cccc1F)C(=O)C1(c2ccccc2)CC1	4	-3	0.2	-3	5	12	-2	-2.2%	10
CCCCCC(=O)Nc1ccc(S(=O)(=O)Nc2nccnc2OC)cc1	22	8	0.1	-2	1	-3	3	1.5%	12
Cc1onc(-c2c(F)cccc2Cl)c1C(=O)N1CCSCC1	-13	-5	0.8	0	1	3	-4	0.6%	2
CCOC(=O)c1oc2ccc(S(=O)(=O)n3nc(-c4cc(OCC)c(OCC)c(OCC)c4)cc3N)cc2c1C	-3	nt	-0.3	-4	4	-6	-2	1.1%	-3
CCOC(=O)C1=C(COc2ccc(C)cc2)NC(=O)NC1c1cc(C)ccc1C (stereo not drawn)	-1	9	-1.7	3	1	3	4	-1.8%	nt
CCOc1ccc(OCC)c(NC(=O)c2cnc(SC)nc2-c2ccccc2)c1	-10	nt	-0.6	2	3	8	-8	2.4%	-2
CC1CCCN(CCCNS(=O)(=O)c2cc(Br)cc3c2N(C(=O)C2CC2)CC3)C1 (stereo not drawn)	6	nt	nt	-6	0	nt	6	-0.7%	-15
Cc1nc2ccc(NC(=O)c3sccc3C)cc2s1	-39*	nt	nt	-6	1	3	0	3.1%	-5
CCNC(=S)Nc1ccc(OC(F)(F)F)cc1	-24	-12	-0.1	-2	6	-6	-6	-0.2%	nt
COCCN(C(=O)Nc1ccc(OC)cc1OC)C1CCN(C(C)=O)CC1	-3	-5	-0.2	-1	-1	4	-2	-0.6%	-26
COc1ccc(NC(=O)CNC(=O)c2c(C)nn(C)c2Cl)cc1	-7	nt	nt	-1	0	nt	-2	-0.3%	-11
CCOC(=O)CC(NC(=O)c1cccc2c1C(=O)N(Cc1cccnc1)C2)c1ccc(OC(C)C)cc1 (stereo not drawn)	-10	5	-0.8	2	4	7	-5	2.9%	8
CCOc1cccc(CN2CCC(Oc3ccc(C(=O)NCc4ccccn4)cc3)CC2)c1	9	-4	0.3	-5	4	-5	-4	0.6%	-12
O=C(CCCNc1ccccc1)N/N=C/c1cccs1	0	-1	0.0	0	0	-9	-9	-1.2%	4
Cc1cnc(C(=O)OCC(=O)NC23CC4CC(CC(C4)C2)C3)cn1	nt	-4	1.1	0	-2	-6	6	1.9%	5
Cc1oc(-c2ccccc2)cc1C(=O)Nc1ccc(N(C)C)cc1	-13	-20	0.3	-5	0	-8	-3	-1.5%	-4

Next section, overlapping the part above by four compounds.
SMILES	D1 antag	D2 antagonist	D2 agonist	D1 potentiator	D1 agonist	D2 potentiator	TRHR enhancer	RXFP1 agonist	RXFP1 antag
CCOc1cccc(CN2CCC(Oc3ccc(C(=O)NCc4ccccn4)cc3)CC2)c1	9	-4	0.3	-5	4	-5	-4	0.6%	-12
O=C(CCCNc1ccccc1)N/N=C/c1cccs1	0	-1	0.0	0	0	-9	-9	-1.2%	4
Cc1cnc(C(=O)OCC(=O)NC23CC4CC(CC(C4)C2)C3)cn1	nt	-4	1.1	0	-2	-6	6	1.9%	5
Cc1oc(-c2ccccc2)cc1C(=O)Nc1ccc(N(C)C)cc1	-13	-20	0.3	-5	0	-8	-3	-1.5%	-4
CCn1c(SCC(=O)Nc2ccc(OC)c(OC)c2)nnc1-c1cccs1	3	-11	-0.4	2	2	8	6	-2.2%	5
COc1cc(CN2CCC(n3nccc3NC(=O)c3ccc4c(c3)OCO4)CC2)ccc1O	-3	7	0.2	1	0	3	4	1.5%	-7
CC1(C)C2CCC1(CS(=O)(=O)N1CCC(C(N)=O)CC1)C(=O)C2 (stereo not drawn)	13	-7	0.7	-4	4	-3	2	3.8%	-4
Fc1cccc(/C=N/Nc2ccccn2)c1	-1	2	0.7	-3	3	-2	1	0.3%	-31
COCCCNC(=O)Nc1cc(C(=O)NCc2ccc(OC)cc2)ccc1N1CCCC1	2	nt	2.3	0	0	-6	-3	1.4%	8
O=C(NN1C(=O)NC2(CCCCC2)C1=O)c1ccc(Cl)s1	-7	-12	0.4	-8	1	-4	0	-0.1%	8
CC(C)C(=O)Nc1cccc(NC(=O)c2cc3ccccc3o2)c1	-30*	24	0.4	-9	0	-16	-11	1.1%	-10
CCOC(=O)C(Cc1ccccc1)NC(=O)Cn1nnc(-c2ccccc2)n1 (stereo not drawn)	-7	1	1.8	-9	14	-1	-1	1.4%	2
O=C(Nc1cccc(F)c1)[C@@H](c1ccccc1)N1Cc2ccccc2C1=O	4	nt	-0.3	-2	1	2	5	-2.2%	nt
N#Cc1ccc(CN2CCN(CC(=O)Nc3ccccc3C(=O)NC3CC3)CC2)cc1	6	4	-0.1	-1	0	16	8	-1.1%	1
O=C(Nc1ccc(SC(F)F)cc1)c1cc(-c2ccc3c(c2)OCCO3)on1	-3	nt	1.4	-1	2	9	-10	5.6%	nt
COc1ccc(Cl)cc1NC(=O)CN(C)CC(=O)NC(C)c1ccccc1 (stereo not drawn)	-21	-17	-1.2	-5	6	5	5	-1.3%	1
COc1ccc(OC)c(S(=O)(=O)NC(C)c2ccc(-n3ccnc3)cc2)c1 (stereo not drawn)	11	14	0.5	-11	1	9	9	-2.1%	-1
Cc1cc(C)c(S(=O)(=O)N2CCOC2CNC(=O)C(=O)NCCCN2CCOCC2)c(C)c1 (stereo not drawn)	-5	19	0.1	4	5	-6	-10	0.7%	3

Only part of the results is shown, so the mix of outcomes need not match the whole.
